STAT3 activator – activators of IL-6 induced STAT3 signaling; AID 871; activation (% of control), % at 5.6 µM; 0.91% of 190,000 active; U3A cells, IL-6 STAT3-luciferase reporter, luminescence; 100% = signal with IL-6 EC80 alone;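 active = activation above the screen-wide mean of compound activation plus 3 SD, cut at about 130% in these data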;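 also: 0% = background luminescence of wells with medium and substrate only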
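Material: human U3A cells carrying STAT3-luciferase construct. Measured by: reporter luminescence signal. Timing: compound 1 h, then IL-6 6 h at 37 °C.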
RAM inhibit – yeast RAM network inhibition | S. cerevisiae dse1pr::URA3 reporter, 5-FOA growth OD615, 2 d; analog-sensitive cbk1-as2 kinase mutant strain | inhibition, % at 50 µM | 1.8% of 190,000 active | AID 868;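 active = inhibition above a set limit, 3 SD over mean compound inhibition, cut at about 8.4% in these data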;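 also: 0% = DMSO-only wells with no growth and 100% = 10 µM 1-NA-PP1 full growth; inhibition rescues growth on 5-FOA so higher OD means more RAM inhibition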
FLuc inh counter – inhibits firefly luciferase, flagging false hits in luciferase inhibition screens; 1.5% of 200,000 active; ATPLite firefly luciferase biochemical luminescence, 10 min; inhibition, % at 10 µM;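 active = inhibition above about 50% when tested at 10 µM, limit read from the data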
Target sequence (P08659 whole entry, looked up): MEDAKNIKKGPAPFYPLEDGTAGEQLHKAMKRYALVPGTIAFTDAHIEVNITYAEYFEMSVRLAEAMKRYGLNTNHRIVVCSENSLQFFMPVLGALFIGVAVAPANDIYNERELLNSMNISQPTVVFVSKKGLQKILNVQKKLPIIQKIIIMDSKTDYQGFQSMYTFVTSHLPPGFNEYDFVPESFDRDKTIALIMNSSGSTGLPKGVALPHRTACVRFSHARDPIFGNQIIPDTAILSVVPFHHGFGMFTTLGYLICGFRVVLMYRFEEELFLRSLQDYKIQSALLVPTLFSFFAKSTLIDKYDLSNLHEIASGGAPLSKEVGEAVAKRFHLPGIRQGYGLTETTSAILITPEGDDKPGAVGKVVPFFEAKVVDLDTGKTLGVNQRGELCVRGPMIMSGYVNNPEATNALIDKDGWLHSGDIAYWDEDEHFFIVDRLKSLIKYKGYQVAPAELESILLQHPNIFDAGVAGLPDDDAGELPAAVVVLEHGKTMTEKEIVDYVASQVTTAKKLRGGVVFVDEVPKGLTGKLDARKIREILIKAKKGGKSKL
STAT1 inh – STAT1 signaling inhibition; NIH 3T3 STAT1-luciferase reporter, IFN-gamma, luminescence; inhibition, % at 5.5 µM; 0.35% of 200,000 active; AID 920;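 active = inhibition above a set limit, the mean inhibition across all tested compounds plus 3 SD, cut at about 34% in these data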;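 also: 0% = IFN-gamma with DMSO and 100% = IFN-gamma with 300 µM nifuroxazide; values of inactives mirror those of a sister screen read the other way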
STAT3 inh – inhibitors of IL-6 induced STAT3 signaling; U3A cells, IL-6 STAT3-luciferase reporter, luminescence; host cell line lacks STAT1; inhibition, % at 5.5 µM; 0.89% of 190,000 active; AID 862;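 active = inhibition above the mean inhibition across all screened compounds plus 3 SD, cut at about 44% in these data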;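 also: 0% = DMSO only wells and 100% = 100 µM nifuroxazide control wells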
NF-kB neuron act – raises NF-kB expression in human neuronal cells. AID 1239. NF-kB reporter expression; stronger effect = higher value. fold change at 12.5 µM. 1.6% of 190,000 active; in the data active = fold change above about 3.3
Hsp70 activator – switches on Hsp70 transcription; activation, % at 10 µM; HeLa Hsp70 promoter luciferase reporter, luminescence; scaled: vehicle 0, proteasome-inhibitor control 100%; AID 1203; 0.04% of 200,000 active;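 active = activation above the mean across all tested compounds plus 3 SD, cutoff set per campaign, cut at about 5.5% in these data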;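 also: 100% = MG132 at 30 µM as the positive control and 0% = DMSO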
APP 5UTR inh – APP translation inhibition. inhibition, % at 2 µM. AID 1285. SH-SY5Y APP 5'UTR-luciferase reporter, luminescence. 0.82% of 190,000 active;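 active = inhibition above a set limit, derived from the sample mean plus 3 SD, cut at about 45% in these data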; also: values of inactives mirror those of a sister screen read the other way
APP 5'UTR act – activates APP 5'UTR luciferase reporter. SH-SY5Y APP 5'UTR luciferase reporter, luminescence; zero percent = DMSO vehicle wells. activation, % at 2 µM. 1% of 190,000 active;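 active = activation above a set limit, based on mean plus 3 SD of controls, cut at about 140% in these data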; also: values of inactives mirror those of a sister screen read the other way
STAT1 act – increases IFN-gamma driven STAT1 reporter signal | NIH 3T3 STAT1-luciferase reporter, luminescence; 100% = IFN-gamma alone, no compound | activation (% of control), % at 5.5 µM | 2.6% of 200,000 active;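 active = activation above the screen-wide mean activation plus 3 SD, cut at about 130% in these data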;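 also: raw ratio to IFN-gamma control signal so 100% means no change and 0% no light; values of inactives mirror those of a sister screen read the other way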
An asterisk follows results filed as active; x = no result given.

(1) CC(=O)c1cccc(Nc2ccc(-c3ccccc3F)nn2)c1
(2) Cc1ccc2[nH]c(=O)c(CN(CC3CCCO3)S(=O)(=O)c3c(C)ccc4nsnc34)cc2c1 (configuration not stated)
(3) COc1cc(C(=O)NCc2cc(C)nc3ccccc23)cc(OC)c1OC
(4) CC/C(=N\OC(=O)c1ccc(OC(C)C)cc1)c1ccc(C)cc1
(5) NC(N)=NCCCc1cn(CC(=O)N2CCNCC2)nn1
(6) Cc1cc(NC(=O)Cc2csc(-c3ccccc3)n2)ccc1Br
(7) COC(=O)Cc1csc(NC(=O)CSc2nnc3ccccn23)n1
(8) CCOCCCNCC(=O)Nc1ccc(S(=O)(=O)NC(C)CC)cc1 (configuration not stated)
Assay by compound	1	2	3	4	5	6	7	8
STAT3 activator	101	99	95	92	x	101	110	90
RAM inhibit	3.0	3.1	1.4	4.0	3.9	1.5	3.0	0.9
FLuc inh counter	29	-5	0	-4	-4	-2	-7	-1
STAT1 inh	-58	4	12	3	3	-3	-3	3
STAT3 inh	1	2	11	8	x	-1	-4	17
NF-kB neuron act	2.1	0.74	1.1	1.2	1.3	0.94	1.1	1.2
Hsp70 activator	-0.2	-0.2	-0.2	-0.5	-0.2	0.2	-0.2	-0.1
APP 5UTR inh	-134	0	3	-6	-4	3	2	-9
APP 5'UTR act	134	0	-3	6	4	-3	-3	9
STAT1 act	152*	96	90	97	99	103	102	97

(9) Cc1ccc(CNC(=O)CCS(=O)(=O)c2cccc3nsnc23)cc1
(10) CC(C)c1ccc(NC(=O)C(c2ccccc2)N(C)C(=O)c2cnccn2)cc1 (configuration not stated)
(11) CC(C)(CNS(=O)(=O)c1ccc(F)cc1)CNS(=O)(=O)c1ccc(F)cc1
(12) COc1ccc2c(C(=O)CN3CCN(c4ccccc4)CC3)c[nH]c2c1
(13) Cc1cc2c(cc1C)NC(c1cccnc1)C1=C(CC(C)(C)CC1=O)N2 (configuration not stated)
(14) O=C1OC(c2cccs2)=N/C1=C\c1ccc(-c2ccccc2Cl)o1
(15) COc1ccc(-c2cc(C(=O)NC(Cc3c[nH]c4ccccc34)C(=O)O)c(C)o2)cc1OC (configuration not stated)
(16) COc1ccc(CNCCC(c2ccc(OC(C)C)cc2)C(C)C)cc1OC (configuration not stated)
Assay by compound	9	10	11	12	13	14	15	16
STAT3 activator	101	98	104	122	110	95	95	101
RAM inhibit	1.3	3.4	1.8	-0.5	0.9	1.0	1.8	-0.4
FLuc inh counter	0	1	-5	-5	-5	7	4	-2
STAT1 inh	6	2	6	2	0	-2	8	7
STAT3 inh	5	5	0	-26	-9	14	11	3
NF-kB neuron act	1.3	0.89	0.99	1.2	0.95	1.3	1.4	0.75
Hsp70 activator	-0.3	0.0	-0.1	-0.3	-0.1	-0.5	-0.2	-0.3
APP 5UTR inh	-14	-23	-12	4	-13	9	-20	-13
APP 5'UTR act	14	23	12	-4	13	-9	20	13
STAT1 act	93	98	95	98	100	103	93	94

(17) CC(C)(C)NC(=O)NC(=O)CSc1nnc(COc2ccccc2Cl)o1
(18) CCCCC1=C([O-])C2N=CC=CC2=[N+](c2ccccn2)C1=O (configuration not stated)
(19) COc1ccc(C)cc1NC(=O)CSc1ccc(Cl)cc1
(20) CCOc1ccc(OCC(=O)N2CCOCC2)cc1
(21) Cc1cc(C(=O)CSc2nnnn2C)c(C)n1-c1cccc(F)c1
(22) O=C(O)C(Sc1ccncn1)c1ccccc1 (configuration not stated)
(23) N#Cc1nc(-c2ccccc2)oc1NCc1ccco1
(24) CCn1c(SCC(N)=O)nnc1C(C)C
Assay by compound	17	18	19	20	21	22	23	24
STAT3 activator	102	92	97	98	99	100	104	97
RAM inhibit	3.7	0.1	0.4	0.3	-0.8	2.1	4.0	0.1
FLuc inh counter	-4	-8	-2	6	2	-6	-1	-5
STAT1 inh	-8	8	6	-4	-34	-6	7	-9
STAT3 inh	3	12	7	6	5	2	4	7
NF-kB neuron act	1.2	1.2	1.3	1.2	4.8*	0.99	1.8	0.99
Hsp70 activator	0.2	-0.2	-0.4	-0.1	-0.1	0.1	0.1	0.1
APP 5UTR inh	-3	8	6	-1	-111	2	-6	14
APP 5'UTR act	3	-8	-6	1	111	-2	6	-14
STAT1 act	107	93	95	105	131*	103	94	107

5 entries already listed, ordered by SMILES length, falling.
(18) CCCCC1=C([O-])C2N=CC=CC2=[N+](c2ccccn2)C1=O (configuration not stated)
(21) Cc1cc(C(=O)CSc2nnnn2C)c(C)n1-c1cccc(F)c1
(19) COc1ccc(C)cc1NC(=O)CSc1ccc(Cl)cc1
(20) CCOc1ccc(OCC(=O)N2CCOCC2)cc1
(22) O=C(O)C(Sc1ccncn1)c1ccccc1 (configuration not stated)
Assay by compound	18	21	19	20	22
STAT3 activator	92	99	97	98	100
RAM inhibit	0.1	-0.8	0.4	0.3	2.1
FLuc inh counter	-8	2	-2	6	-6
STAT1 inh	8	-34	6	-4	-6
STAT3 inh	12	5	7	6	2
NF-kB neuron act	1.2	4.8*	1.3	1.2	0.99
Hsp70 activator	-0.2	-0.1	-0.4	-0.1	0.1
APP 5UTR inh	8	-111	6	-1	2
APP 5'UTR act	-8	111	-6	1	-2
STAT1 act	93	131*	95	105	103

Carrying on:
(25) C=CS(=O)(=O)c1sc(Cl)c(N2CCOCC2)c1[N+](=O)[O-]
(26) CC(C)[C@H](NC(N)=O)C(=O)Nc1cccc(S(=O)(=O)N2CCOCC2)c1
(27) COc1ccc(N2CCN(Cc3nc4sc(C)c(C)c4c(=O)[nH]3)CC2)cc1
(28) Cc1cc(F)ccc1NC(=O)c1cnccn1
(29) FC(F)(F)c1cc(-c2ccccc2)nc2ncnn12
(30) O=C(CCC1COc2ccccc2O1)NCc1ccccc1 (configuration not stated)
(31) CN1CCC(=NNC(=O)C(=O)NC2CCCCC2)CC1
(32) CCC(Sc1ccc2nnc(-c3cccnc3)n2n1)C(=O)O (configuration not stated)
Assay by compound	25	26	27	28	29	30	31	32
STAT3 activator	92	105	110	86	80	99	94	119
RAM inhibit	-1.4	0.8	1.2	2.7	-1.7	0.8	-0.7	0.2
FLuc inh counter	0	-7	-4	-2	-7	-7	-3	-5
STAT1 inh	-33	-7	-5	4	1	-1	4	-7
STAT3 inh	16	2	-7	19	28	2	4	-25
NF-kB neuron act	1.1	1	0.95	1.1	0.99	1.1	1.1	0.99
Hsp70 activator	-0.2	-0.3	-0.3	-0.1	-0.3	-0.3	0.1	-0.3
APP 5UTR inh	31	-8	2	-8	-8	4	0	-10
APP 5'UTR act	-31	8	-2	8	8	-4	0	10
STAT1 act	129*	105	102	95	97	100	96	104

(33) Cc1cc(Cl)c(OCCCn2ccnc2)c(Br)c1
(34) O=C(COC(=O)c1cncc(Br)c1)NCc1ccccc1
(35) COc1ccc(OC)c(NC(=O)CSc2nnc(-c3cccnc3)s2)c1
(36) N/C(=N\OC(=O)CCC1CCCC1)c1cccc([N+](=O)[O-])c1
(37) CCOC(=O)Cn1cnc2c(nnn2-c2ccc(C)cc2)c1=O
(38) CCn1nc(C(=O)OCC(=O)Nc2ncc(Cl)c(C)c2Cl)c2ccccc2c1=O
(39) Cc1ccc2nc(-c3sc4nc(C)ccc4c3N)[nH]c2c1
(40) COc1cc(NC(=O)CSc2ccccc2)c(C(=O)O)cc1OC
Assay by compound	33	34	35	36	37	38	39	40
STAT3 activator	95	105	105	105	96	107	82	107
RAM inhibit	2.4	2.1	3.6	-1.0	2.2	1.5	-2.0	4.1
FLuc inh counter	-6	-10	-4	41	-4	-5	62*	-1
STAT1 inh	1	-3	2	1	-1	-5	-19	-6
STAT3 inh	13	0	1	0	5	-6	23	-10
NF-kB neuron act	0.98	0.96	0.8	1.2	1.1	1.9	5.9*	0.89
Hsp70 activator	-0.2	-0.4	0.0	-0.4	-0.3	-0.4	-0.2	-0.1
APP 5UTR inh	-10	-2	-1	-9	-4	-10	-114	3
APP 5'UTR act	9	2	1	9	4	10	114	-3
STAT1 act	99	103	96	99	101	105	118	106

(41) O=C(c1ccncc1)N1C2C=CC(C2)C1(C(F)(F)F)C(F)(F)F (configuration not stated)
(42) COc1cc(OC)cc(-c2cc3nc(C4CCN(C(=O)OC(C)(C)C)CC4)cc(=O)n3[nH]2)c1
(43) Cc1cc(NCc2ccccn2)nc2ccccc12
(44) Cc1c(NS(=O)(=O)c2ccc3c(c2)n(C)c(=O)n3C)c(=O)n(-c2ccccc2)n1C
(45) CC(=O)Nc1cccc(NC(=O)CCn2c(=O)sc3ccccc32)c1
(46) O=c1[nH]cnc2scc(-c3ccc(-c4ccccc4)cc3)c12
(47) CCOc1ccc(C(=O)N2CCCC2)cc1
(48) O=C(O)c1ccc(NS(=O)(=O)c2cc(C(=O)O)ccc2Br)cc1
Assay by compound	41	42	43	44	45	46	47	48
STAT3 activator	96	101	83	104	106	72	104	95
RAM inhibit	0.7	2.8	0.7	2.4	-0.6	3.9	0.9	0.6
FLuc inh counter	-1	7	3	-19	1	60*	-2	-6
STAT1 inh	1	7	11	-3	1	-60	0	-4
STAT3 inh	8	-4	24	-3	-1	33	-4	8
NF-kB neuron act	1	0.81	1.3	0.96	1.1	2.3	1.3	0.86
Hsp70 activator	-0.5	-0.3	-0.2	0.2	-0.2	0.7	-0.4	-0.3
APP 5UTR inh	-8	-9	4	-10	-31	-38	-1	0
APP 5'UTR act	8	9	-4	10	31	38	1	0
STAT1 act	99	93	89	105	99	159*	100	103

Two records drawn at random from those above:
(46) O=c1[nH]cnc2scc(-c3ccc(-c4ccccc4)cc3)c12
(48) O=C(O)c1ccc(NS(=O)(=O)c2cc(C(=O)O)ccc2Br)cc1
Assay by compound	46	48
STAT3 activator	72	95
RAM inhibit	3.9	0.6
FLuc inh counter	60*	-6
STAT1 inh	-60	-4
STAT3 inh	33	8
NF-kB neuron act	2.3	0.86
Hsp70 activator	0.7	-0.3
APP 5UTR inh	-38	0
APP 5'UTR act	38	0
STAT1 act	159*	103

The list goes on.
(49) COc1ccc(C(=O)NCCNC(=O)c2cc(OCC(F)(F)F)ccc2OCC(F)(F)F)cc1
(50) COc1ccc(-c2csc(N3N=C(C)C(C)C3=O)n2)cc1 (configuration not stated)
(51) O=C(CN(c1ccc2c(c1)OCCO2)S(=O)(=O)c1ccccc1)N1CCN(Cc2ccccc2)CC1
(52) O=C1c2ccccc2C(=O)N1CC(=O)N1c2ccccc2Sc2ccc(C(F)(F)F)cc21
(53) CC1(C)CC2CC(C)(CN2C(=O)c2ccc([N+](=O)[O-])cc2[N+](=O)[O-])C1 (configuration not stated)
Assay by compound	49	50	51	52	53
STAT3 activator	99	101	108	105	95
RAM inhibit	2.6	0.3	0.5	4.2	1.4
FLuc inh counter	-4	61*	-6	6	-5
STAT1 inh	4	-34	-5	-10	4
STAT3 inh	2	7	3	-11	11
NF-kB neuron act	1	2.2	0.66	0.64	0.9
Hsp70 activator	-0.1	0.0	-0.1	-0.5	-0.5
APP 5UTR inh	14	-41	-11	-3	3
APP 5'UTR act	-14	41	11	3	-3
STAT1 act	102	132*	104	109	95

Bioassay records (PubChem BioAssay)
